# Screening results as filed in PubChem BioAssay.
# MRP reversal = MRP-mediated drug resistance reversal; H69AR cells + 2 uM doxorubicin, CellTiter-Glo, 72 h; differential viability (reversal), % at 10 µM; hit rate 0.04% among 85,000; AID 602;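 active means viability drop by adding the cancer drug above about 55%, with treated viability meeting a 40% cutoff, limit read from the data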;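 further: viability without doxorubicin minus viability with 2 µM doxorubicin for each compound; larger differential means the compound sensitizes cells more to doxorubicin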
# NFkB transloc inh = blocks IL-1B driven NFkB nuclear translocation in HUVEC cells; AID 796; hit rate 0.43% among 94,000; HUVEC IL-1B NFkB p65 nuclear translocation imaging; inhibition, % at 2 µM;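 active means inhibition above about 30% together with a positive call from visual inspection of the well image, limit read from the data; inconclusive means inhibition above a set limit but visual check negative; inactive means inhibition not above a set limit, visual check negative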;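 further: nuclear over cytoplasmic p65 intensity ratio measured by imaging; 0% = IL-1B stimulated DMSO wells and 100% = unstimulated DMSO wells; values of inactives mirror those of a sister screen read the other way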
# IL1B NFkB pot = enhances IL-1B driven NFkB nuclear translocation; HUVEC IL-1B NFkB p65 nuclear translocation imaging; activation, % at 2 µM; hit rate 0.3% among 94,000; AID 819;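 active means activation above 40%, about the mean plus 3 SD, also judged a hit on visual image review; inconclusive means activation above 40% but not a hit on visual review; inactive means activation not above 40% and no visual hit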;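 further: percent activation is computed from the nuclear over cytoplasmic p65 intensity ratio; values of inactives mirror those of a sister screen read the other way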
# Bcl-B TR3 displacers = displacers of TR3 peptide from Bcl-B, primary screen, selectivity assay for Bfl-1 inhibitor project, biochemical, fluorescence polarization. hit rate 0.11% among 96,000. displacement, % at 20 µM; hits with a dose series show IC50 in µM. FP displacement of FITC-TR3 peptide from Bcl-B; higher % means a stronger effect;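 active means displacement above 50% at 20 µM plus a fluorescence interference ratio under 1.5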;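 further: plate controls were wells without compound for no effect and wells lacking Bcl-B protein for full effect; a part of the inactive calls stands beside numbers as strong as those of hits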
# PLAP inhibitors HTS = inhibition of human placental alkaline phosphatase – biochemical, luminescence, HTS (AID 690); purified PLAP, luminescent substrate; higher % means a stronger effect; inhibition, % at 20 µM; hits with a dose series show IC50 in µM; hit rate 0.08% among 96,000; in the data active means a potency from the dose series; inactive means the rest, 99 in 100 with inhibition below about 30%; further: strong numbers were not always called active
# MRP reversal cytotoxicity = second read-out of MRP reversal, no call of its own (marks repeat the call); viability, %; H69AR cells, CellTiter-Glo, 72 h; measured here: cytotoxicity without doxorubicin
# MRP reversal with doxorubicin = also measured in MRP reversal; calls as there; viability, %; measured here: viability with 2 uM doxorubicin; hits give low values
# NFkB transloc inh cell count 2 µM = second read-out of NFkB transloc inh, no call of its own (marks repeat the call); cell count; measured here: cells passing quality filter;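 raw number of nuclei counted in each imaged well without normalization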
# IL1B NFkB pot cell count 2 µM = second read-out of IL1B NFkB pot, no call of its own (marks repeat the call); cell count; measured here: cells passing quality filter
# * marks the source's active call; other numbers are inactive results; ? = inconclusive; . = not tested or not shown. Some of the compounds tested (hit frequency here may not be typical).
molecule,MRP reversal,MRP reversal cytotoxicity,MRP reversal with doxorubicin,NFkB transloc inh,NFkB transloc inh cell count 2 µM,IL1B NFkB pot,IL1B NFkB pot cell count 2 µM,Bcl-B TR3 displacers,PLAP inhibitors HTS
COc1ccc(NC(=O)COC(=O)c2c(C)noc2C)c(OC)c1,-2,90,92,5,42,-5,42,-3%,11%
CC(=O)OCCOc1nc(N(C)C)nc(N(C)C)n1,1,100,100,-8,149,8,149,3%,-18%
CCCOc1ccc(C2C(C(=O)c3ccc(C)o3)=C(O)C(=O)N2CCCn2ccnc2)cc1 (configuration not stated),19,108,89,2,173,-2,173,.,.
COc1ccc(-c2cc(OC)c3c(C)oc(C)c3c(=O)c2)cc1OC,-6,58,64,.,.,.,.,20%,-57%
CCOc1ccccc1N1CCN(c2nc(N)c(C#N)c(CC#N)c2C#N)CC1,-14,20,34,-26,99,26,99,-21%,-67%
N/C(=N\OC(=O)c1ccccc1Cl)c1cccnc1,0,85,84,2,93,-2,93,.,.
CCOc1ccccc1N1C(=O)CC(Sc2ncccc2C(=O)O)C1=O (configuration not stated),-59,42,101,-19,125,19,125,-3%,-16%
CCOc1ccc(-c2cc(C(=O)O)c3ccccc3n2)c(OCC)c1,3,89,85,-12,161,12,161,.,.
Nc1ccc(C(=O)OCC(=O)NC2CCCc3ccccc32)cc1[N+](=O)[O-] (configuration not stated),-23,63,86,-21,68,21,68,-15%,26%
COc1ccc(S(=O)(=O)NCC(c2cccnc2)N2CCN(c3ccc(F)cc3)CC2)cc1C (configuration not stated),9,88,79,-21,115,21,115,.,.
COC(=O)c1c(NC(=O)CN2CCN(C(=O)c3ccco3)CC2)c2cc(C)ccc2n1C,7,66,59,2,155,-2,155,5%,-42%
Cn1c(SCc2ccccc2F)nnc1-c1cnccn1,11,97,86,2,199,-2,199,1%,-8%
CC(C)c1ccc2oc(=O)cc(CN3CCN(c4ccc(F)cc4)CC3)c2c1,-5,69,74,-3,135,3,135,-9%,-9%
CCN(CCNC(=O)C1CCCN(Cc2nc(-c3ccc(OC)cc3)oc2C)C1)c1ccccc1 (configuration not stated),-20,32,52,17,138,-17,138,-15%,-40%
C=CCSc1nc(C)c(CC=C)c(=O)[nH]1,12,96,84,0,143,0,143,-3%,-40%
O=C(CNC(=O)c1cccc(Br)c1)NCCc1nc2ccccc2[nH]1,2,98,96,7,143,-7,143,-18%,-1%
O=C(CSc1ccccc1Cl)N1CCC(c2nc3ccccc3s2)CC1,.,.,.,-3,227,3,227,-6%,-33%
CCOC(=O)c1sc(NC(=O)c2c(OC)cccc2OC)nc1C,-3,79,82,-18,73,19,73,-9%,5%
CCCCn1c(N2CCC(Cc3ccccc3)CC2)nc2c1c(=O)[nH]c(=O)n2C,42,52,10,4,84,-4,84,-27%,12%
Cc1nc(N(C)C)c2sc(=S)n(C)c2n1,6,91,85,10,127,-10,127,-5%,10%

# Ordered by molar mass (ascending): three of the compounds above.
molecule,MRP reversal,MRP reversal cytotoxicity,MRP reversal with doxorubicin,NFkB transloc inh,NFkB transloc inh cell count 2 µM,IL1B NFkB pot,IL1B NFkB pot cell count 2 µM,Bcl-B TR3 displacers,PLAP inhibitors HTS
COc1ccc(NC(=O)COC(=O)c2c(C)noc2C)c(OC)c1,-2,90,92,5,42,-5,42,-3%,11%
CCOc1ccc(-c2cc(C(=O)O)c3ccccc3n2)c(OCC)c1,3,89,85,-12,161,12,161,.,.
COC(=O)c1c(NC(=O)CN2CCN(C(=O)c3ccco3)CC2)c2cc(C)ccc2n1C,7,66,59,2,155,-2,155,5%,-42%

# New compounds follow
molecule,MRP reversal,MRP reversal cytotoxicity,MRP reversal with doxorubicin,NFkB transloc inh,NFkB transloc inh cell count 2 µM,IL1B NFkB pot,IL1B NFkB pot cell count 2 µM,Bcl-B TR3 displacers,PLAP inhibitors HTS
c1ccc2c(-c3nc(C4CCCCC4)no3)cc(-c3ccncc3)nc2c1,2,90,87,8,105,-8,105,66%,-1%
COc1ccc(-c2nc(CS(=O)(=O)CC(=O)NCCc3cc(OC)ccc3OC)c(C)o2)cc1,1,90,89,0,121,2,121,-2%,-38%
O=C1CS/C(=N\C(=O)N2c3ccccc3Sc3ccccc32)N1,8,99,91,-3,162,3,162,-22%,-56%
CCCCCCCC(=O)N/N=C/c1ccc(Br)cc1,.,.,.,7,109,-7,109,10%,2%
CCC12CC3CC(C1)CC(C(=O)O)(C3)C2,-11,90,101,3,110,-3,110,4%,-9%
Cc1cc(C)nc(SCCC(=O)Nc2ccccc2)n1,.,.,.,-20,166,20,166,0%,17%
CCCCCCOC(=O)C(C#N)c1nc2ccccc2nc1N1CCN(C)CC1 (configuration not stated),2,4,2,-8,95,8,95,-33%,-38%
COc1ccc(-c2nn3c(-c4ccco4)nnc3s2)cc1OC,.,.,.,-4,180,4,180,0%,-3%
O=C(NCc1cccs1)c1cnc2ccccn2c1=O,4,92,89,2,149,-2,149,7%,-6%
O=C(O)C1C(c2ccccc2)C(C(=O)OCCCO)C1c1ccccc1 (configuration not stated),-5,99,105,-4,117,4,117,9%,-4%
CS(=O)(=O)c1ccc(N)cc1,2,99,97,-2,189,2,189,1%,-10%
CS(=O)(=O)N(CC(=O)NCC1CCCO1)c1cc(Cl)cc(Cl)c1 (configuration not stated),17,108,91,-29,136,29,136,0%,10%
COc1ccccc1NC(=O)CN1C(=O)C(C)Oc2ccccc21 (configuration not stated),0,92,92,-8,135,8,135,-4%,-6%
COc1ccc(-c2cn3cccnc3n2)cc1NC(=O)C1CC1,.,.,.,-1,174,1,174,-3%,16%
CCOC(=O)CSc1ncc(-c2ccccc2)nn1,11,108,97,-7,136,-5,71,2%,13%
CCOc1c(Cl)cnn(-c2ccc(C)cc2)c1=O,.,.,.,-4,163,4,163,-3%,14%
COc1ccccc1N1CCN(c2nc(-c3ccccc3)cc(C(F)(F)F)n2)CC1,1,93,92,-38,120,38,120,-9%,4%
CCCNS(=O)(=O)c1ccc(CCC(=O)N2CCN(CC)CC2)cc1,10,100,90,22,116,-22,116,7%,-67%
CCOc1ncccc1C(=O)Nc1ccc(Cl)cc1,-14,58,73,-1,138,1,138,-14%,0%
CCN1C(=O)CSc2ccc(C(=O)NC3CCCCC3)cc21,-3,73,76,-15,141,15,141,-8%,11%
Cc1ccc2[nH]c(=O)c(CN(Cc3ccc4c(c3)OCO4)Cc3nnnn3Cc3ccco3)cc2c1,-14,50,64,0,182,0,182,-6%,-36%
CCCn1c(N)c(C(=O)CSc2nc(C)cs2)c(=O)n(C)c1=O,13,101,88,-7,169,7,169,-8%,13%
Cc1cc(S(=O)(=O)N2CCN(c3ccccc3O)CC2)c(C)s1,13,96,83,8,140,-8,140,10%,14%
CCOC(=O)c1sc(NC(=O)C2C3C=CC(C3)C2C(=O)O)nc1C (configuration not stated),9,100,91,-9,50,9,50,-2%,-11%
CCn1c(SCC(=O)OC)nc2sc3c(c2c1=O)CCC3,.,.,.,5,127,-5,127,47%,-28%
COc1cc(OC)c(C#N)c(S(=O)Cc2ccccc2)c1 (configuration not stated),8,86,78,3,139,-3,139,2%,-7%
c1nc2sc3c(c2c2nnnn12)CCC3,-15,93,108,-7,170,7,170,15%,5%
Cn1c(/C(C#N)=C/Nc2ccccn2)nc2ccccc21,2,49,47,1,175,-1,175,-5%,-43%
COc1ccc(CNC(=O)c2cc(-c3ccccc3OC)on2)cc1,24,98,74,-12,97,12,97,-12%,16%
COC(=O)c1ccc(NC(=O)c2ccccc2NS(=O)(=O)c2ccccc2)cc1,.,.,.,-4,137,9,152,-4%,-3%
N#CC1=C(N)N2C(=C(C#N)C13CCN(Cc1ccccc1)CC3)Nc1ccccc12,63,150,87,-23,107,23,107,0%,-53%
CCN(CC(=O)NC1CCS(=O)(=O)C1)C(=O)C(c1ccccc1)c1ccccc1 (configuration not stated),12,106,94,3,167,-3,167,-2%,7%
Cc1ccc(-c2cc(-c3ccc(C)o3)nc(N)c2C#N)cc1,-15,37,52,-6,216,6,216,4%,-55%
Cc1ccccc1CSc1nnc(NC(=O)C2COc3ccccc3O2)s1 (configuration not stated),.,.,.,-5,143,5,143,7%,-12%
O=S1(=O)N=C2CCCN2C(c2ccc(F)cc2)N1 (configuration not stated),-1,101,101,-10,56,10,56,7%,-1%
COc1ccc(C(C(=O)NC2CCCC2)N(C(=O)c2snc(-c3ccc(F)cc3)c2N)c2ccc(F)cc2)cc1 (configuration not stated),.,.,.,-5,78,5,78,-5%,4%
CCN(CC)c1ccc2cc(C(C)=O)c(=O)oc2c1,5,89,84,0,180,0,180,-192%,7%
O=C1c2ccccc2C(=O)N1c1cccc(-c2nc3ccccc3o2)c1,.,.,.,-8,158,8,158,-17%,18%
CCN(CC)S(=O)(=O)c1ccc(NC2c3ccccc3C(=O)N2Cc2ccc3c(c2)OCO3)cc1 (configuration not stated),-4,79,83,.,.,.,.,-1%,7%
COC(=O)CN1C(=O)C(O)(CC(=O)c2ccc(C)cc2)c2cc(Br)ccc21 (configuration not stated),.,.,.,.,.,.,.,-3%,-17%

# As entered above:
# Under MRP reversal cytotoxicity, CCN(CC)S(=O)(=O)c1ccc(NC2c3ccccc3C(=O)N2Cc2ccc3c(c2)OCO3)cc1 (configuration not stated) is listed with 79
# Under IL1B NFkB pot, N#CC1=C(N)N2C(=C(C#N)C13CCN(Cc1ccccc1)CC3)Nc1ccccc12 is listed with 23
# Under Bcl-B TR3 displacers, COc1ccc(C(C(=O)NC2CCCC2)N(C(=O)c2snc(-c3ccc(F)cc3)c2N)c2ccc(F)cc2)cc1 (configuration not stated) is listed with -5%

# Other structures
molecule,MRP reversal,MRP reversal cytotoxicity,MRP reversal with doxorubicin,NFkB transloc inh,NFkB transloc inh cell count 2 µM,IL1B NFkB pot,IL1B NFkB pot cell count 2 µM,Bcl-B TR3 displacers,PLAP inhibitors HTS
COc1ccc(C(=O)NNC(=O)CSc2nnc(COc3ccc4ccccc4c3)n2C)cc1,.,.,.,-1,148,1,148,-2%,-1%
O=C(CNC(=O)c1cc2c(s1)CCC2)Nc1ccccc1Br,.,.,.,-44,150,?,.,-11%,-2%
CS(=O)(=O)N1CCN(c2ccccc2NC(=O)c2ccc(-c3ccc(Cl)cc3Cl)o2)CC1,0,69,69,-12,166,12,166,-18%,-4%
C=CCn1c(-c2ccccc2)ccc(C#N)c1=O,.,.,.,-20,164,20,164,-4%,10%
Cc1ccc2cc(CN(Cc3ccc(F)cc3)Cc3nnnn3C3CCCC3)c(=O)[nH]c2c1,-27,36,63,0,141,0,141,-9%,-62%
Fc1cccc(Nc2nc3ccccc3n3nnnc23)c1,3,60,58,5,186,-5,186,-79%,3%
CCN1CCN(C(=O)c2cc3c(-c4ccc(Cl)cc4)nn(C)c3s2)CC1,-12,52,64,-8,182,8,182,4%,-53%
CCCOc1ccc(N2C(=O)CC(N(CCC)C(=O)CCC(=O)O)C2=O)cc1 (configuration not stated),-12,80,92,.,.,.,.,-1%,-59%
Cc1ccc(-n2c(SCC(=O)Nc3ccc4c(c3)OCO4)nnc2-c2ccoc2C)cc1,4,86,82,-2,125,2,125,5%,8%
COc1ccc(N(Cc2cc3ccccc3[nH]c2=O)C(=O)C2CCCO2)cc1 (configuration not stated),5,90,85,-1,94,1,94,3%,-3%
O=C(CSc1ccc(Cl)cc1)Nc1ccc(N2CCN(C(=O)c3ccco3)CC2)cc1,-11,73,84,-13,120,13,120,-3%,25%
COc1cc(NC(=O)c2csc3c2CCCC3)ncn1,.,.,.,-37,96,37,96,-8%,5%
COC1(OC)N=C(N)C2(C#N)C(c3cccc(Oc4ccccc4)c3)C12C#N (configuration not stated),-6,82,88,3,154,-3,154,4%,-27%
CCCn1c(-c2cccs2)nc2nc3ccccc3nc21,11,60,49,-1,191,1,191,-4%,10%
O=C(COc1ccc(Cl)cc1)NCCSc1ccccc1,5,95,91,-5,151,5,151,-10%,34%
COC(=O)c1ccc(NC(=O)CSc2n[nH]c(-c3ccncc3)n2)cc1,-15,84,99,6,114,-6,114,-2%,-7%
CN(C)c1ccc(/C=N/n2ncc3ccccc32)cc1,0,83,83,.,.,.,.,-38%,3%
COc1ccc(N(C(=O)C(C)C)S(=O)(=O)c2ccc3c(c2)n(C)c(=O)n3C)cc1,10,96,86,0,67,0,67,-8%,-38%
